Assay outcomes (PubChem BioAssay)
Scp1 inh – inhibitors of human Scp-1 phosphatase. Q9GZU7. Recombinant Scp1, phosphopeptide, malachite green phosphate absorbance. inhibition, % at 20 µM. 340,000 compounds, 0.88% hits. AID 493091;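 active = inhibition above about 50% at 20 µM, limit read from the data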;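 also: plate controls were DMSO wells with enzyme for no effect and wells lacking enzyme for full effect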
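Test system – truncated SCP-1 phosphatase (76-261aa) · Reagent – Phosphorylated 17-residue peptide substrate · Incubation – 45 min room-temperature reaction, 5 min colour, 30 min stabiliser · Detection – colorimetric phosphate reagent with accelerator and stabiliser, absorbance at 630 nm · Measure – % inhibition at 20 µM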
STEP inh – inhibitors of human striatal-enriched phosphatase STEP; P54829; recombinant STEP, OMFP fluorogenic substrate, fluorescence; inhibition, % at 20 µM; 360,000 compounds, 0.25% hits; AID 588621;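 active = inhibition at 20 µM, scaled per plate between control wells, above about 37%, limit read from the data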;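 also: 0% = DMSO with enzyme and substrate and 100% = substrate only without enzyme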
Target sequence (P54829 whole entry, looked up): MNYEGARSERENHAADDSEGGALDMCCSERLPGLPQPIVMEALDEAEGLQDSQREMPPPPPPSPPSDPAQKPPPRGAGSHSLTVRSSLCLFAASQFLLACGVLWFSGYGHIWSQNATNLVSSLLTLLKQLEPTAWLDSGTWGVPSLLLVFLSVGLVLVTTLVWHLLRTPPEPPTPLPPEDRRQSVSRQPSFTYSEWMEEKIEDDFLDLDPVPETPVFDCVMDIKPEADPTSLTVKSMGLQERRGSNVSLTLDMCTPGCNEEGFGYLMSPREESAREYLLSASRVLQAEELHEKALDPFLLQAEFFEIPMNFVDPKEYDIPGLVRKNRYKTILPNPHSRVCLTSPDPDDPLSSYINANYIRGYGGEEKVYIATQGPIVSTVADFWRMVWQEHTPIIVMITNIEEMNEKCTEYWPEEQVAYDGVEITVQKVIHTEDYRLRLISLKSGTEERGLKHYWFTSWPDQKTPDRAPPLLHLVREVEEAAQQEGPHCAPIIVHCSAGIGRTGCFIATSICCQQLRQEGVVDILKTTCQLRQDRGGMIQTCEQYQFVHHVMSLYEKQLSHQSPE
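Material: STEP (striatal-enriched tyrosine phosphatase) enzyme, cell-free | Medium: 50 mM Bis-Tris pH 6.0 with 2.5 mM DTT and 0.005% Tween 20 | Read-out: Percent inhibition scaled to no-enzyme and uninhibited-enzyme controls, plate-pattern corrected | Signal: Fluorescence read at 480 nm ex / 540 nm em | Times: 20 min reaction, room temperature, in the dark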
Rpn11 inh – Rpn11 (human) deubiquitinase inhibition; O00487; human 26S proteasome, Ub4-pepOG fluorescence polarization; 20S core pre-blocked with epoxomicin; calls only at 20 µM; 360,000 compounds, 0.59% hits; AID 588493;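 active = inhibition at 20 µM, scaled to each plate's controls, above about 33%, limit read from the data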
DNMT1 inh – DNMT1 (human) enzyme inhibition | P26358 | DNMT1 molecular beacon, Hinp1I cleavage, fluorescence | inhibition (reported as % activation of signal), % at 10 µM | 360,000 compounds, 0.83% hits | AID 588458; in the data active = inhibition above about 50%
TbMetRS inhib – blocks T. brucei methionyl-tRNA synthetase activity; purified T. brucei MetRS, ATP depletion, Kinase-Glo luminescence; inhibition, % at 11.9 µM; 360,000 compounds, 0.4% hits;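 active = inhibition above a per-plate cutoff of the control wells' mean inhibition plus 3 SD, cut at about 5.5% in these data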;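 also: 0% = DMSO wells median and 100% = median of wells with control inhibitor compound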
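assay system = parasite MetRS enzyme | timing = 15 min preincubation, 2 h reaction, all 25 °C | evaluation = percent inhibition relative to median high and low control wells | medium = HEPES buffer containing pyrophosphatase, BSA, spermine, DTT | compound = single dose, 11.9 µM final nominal, 0.9% final DMSO | detection = Kinase-Glo luminescence, ATP depletion format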
MLLE-PAM2 inh – inhibitors of microRNA-mediated deadenylation, human PABP1 MLLE binding. 360,000 compounds, 0.36% hits. GST-MLLE / FITC-PAM2 fluorescence polarization. P11940. inhibition, % at 20 µM; in the data active = inhibition above about 35%, passing the limit was not always enough;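 also: plate controls were DMSO wells with GST-MLLE for no effect and wells lacking GST-MLLE protein for full effect; some results filed as inactive read as strong as hits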
NadD inh – blocks S. aureus nicotinate mononucleotide adenylyltransferase; 360,000 compounds, 0.78% hits; inhibition, % at 20 µM; purified NadD enzyme, colorimetric absorbance read-out; in the data active = inhibition above about 26%; also: some compounds past the cut are filed as inactive
SUMO1 PPI mod – alters human SUMO1 binding to SIM partners; SUMO1 binding to a labelled peptide, TR-FRET, 1 h; inhibition, % at 20 µM; 360,000 compounds, 0.33% hits; in the data active = inhibition above about 37%
Target sequence (P63165 whole entry, looked up): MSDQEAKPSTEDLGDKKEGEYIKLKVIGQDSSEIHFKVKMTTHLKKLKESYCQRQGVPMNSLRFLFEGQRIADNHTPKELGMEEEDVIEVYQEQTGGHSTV
CSN deneddyl inh – blocks human CSN-mediated cullin deneddylation; Purified CSN, SCF-Nedd8-OG deneddylation, fluorescence polarization; inhibition, % at 12.5 µM; 360,000 compounds, 0.38% hits; AID 651999;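 active = pattern-corrected inhibition above about 35%, with an unprinted fluorescence ratio check between 0.5 and 1.5, limit read from the data, passing the limit was not always enough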;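 also: 0% = enzyme with substrate and 100% = substrate without enzyme; some results filed as inactive read as strong as hits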
Target sequence (Q92905 whole entry, looked up, one chain of several): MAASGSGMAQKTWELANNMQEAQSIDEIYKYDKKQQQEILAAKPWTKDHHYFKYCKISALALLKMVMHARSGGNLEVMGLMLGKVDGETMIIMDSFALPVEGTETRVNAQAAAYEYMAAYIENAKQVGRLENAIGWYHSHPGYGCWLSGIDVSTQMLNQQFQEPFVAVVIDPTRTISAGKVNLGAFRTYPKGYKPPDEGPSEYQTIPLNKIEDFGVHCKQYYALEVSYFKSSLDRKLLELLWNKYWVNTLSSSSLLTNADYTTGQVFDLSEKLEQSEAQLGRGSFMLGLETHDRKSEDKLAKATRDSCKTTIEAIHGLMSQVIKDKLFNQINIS
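Assay system: purified human Csn5 enzyme expressed in HEK293T cells; measure: % inhibition; also added: SCFSkp2-Nedd8OG substrate at 10 nM final; technique: fluorescence polarization; times: reaction 90 min, room temperature; medium: Tris buffer pH 7.5, NaCl, DTT, Tween-20, trehalose, ovalbumin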
LMPTP block – LMPTP (human) inhibition | P24666 | recombinant LMPTP-A, OMFP fluorogenic substrate, fluorescence intensity | inhibition, % at 20 µM | 360,000 compounds, 0.22% hits;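 active = compounds that cut the enzyme signal by at least half of the control window in the single-dose screen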;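 also: plate controls were DMSO wells with enzyme plus substrate for no effect and substrate without enzyme for full effect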
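Test system – LMPTP-A enzyme · Amount – LMPTP-A at 0.625 nM final in the reaction · Buffer or medium – Bis-Tris pH 6.0, DTT, detergent · Reagent – OMFP 400 µM · Doses – single 20 µM dose · Schedule – reaction 50 min, room temperature, dark · Detection – fluorescence intensity of OMFP turnover product · Evaluation – percent inhibition versus substrate-only and uninhibited controls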
Active calls of the source: *; i = inactive; x = not tested or not shown.

Preview:
SMILES	Scp1 inh	STEP inh	Rpn11 inh	DNMT1 inh	TbMetRS inhib	MLLE-PAM2 inh	NadD inh	SUMO1 PPI mod	CSN deneddyl inh	LMPTP block
CN(Cc1cn(-c2ccccc2)nc1-c1ccc(Cl)cc1)C(=O)CCC(=O)O	-2	-2	i	3	-0.5	19	-3	9	-3	-2.2
NC(CCc1ccccc1)c1csc(NC(=O)Nc2cccc(C(F)(F)F)c2)n1 (centres undefined)	x	6	i	-14	-0.2	12	25	-45	2	3.7

The whole of this part, from the start:
SMILES	Scp1 inh	STEP inh	Rpn11 inh	DNMT1 inh	TbMetRS inhib	MLLE-PAM2 inh	NadD inh	SUMO1 PPI mod	CSN deneddyl inh	LMPTP block
CN(Cc1cn(-c2ccccc2)nc1-c1ccc(Cl)cc1)C(=O)CCC(=O)O	-2	-2	i	3	-0.5	19	-3	9	-3	-2.2
NC(CCc1ccccc1)c1csc(NC(=O)Nc2cccc(C(F)(F)F)c2)n1 (centres undefined)	x	6	i	-14	-0.2	12	25	-45	2	3.7
COc1ccc(Nc2nc(N)c(C(=O)c3ccc(F)cc3)s2)cc1	-8	6	i	-4	-0.4	3	-3	-16	-4	3.0
O=C(C1CC1)N1CCc2cc(Br)cc(S(=O)(=O)N3CCOCC3)c21	2	2	i	-1	-0.8	0	-1	18	8	1.3
COc1ccc(OC)c(S(=O)(=O)n2ccnc2C(C)C)c1	-2	0	i	4	-1.3	-4	-2	4	2	-1.0
CCOc1ccc(C(=O)CCC(=O)N2CCN(c3ccccc3O)CC2)cc1	-5	-1	i	-11	-0.6	-12	7	2	3	1.6
O=C(COC(=O)c1ccccc1[N+](=O)[O-])NC(=O)c1ccccc1	-7	3	i	2	0.2	-9	-3	-25	0	-0.6
N#Cc1c(Nc2ccccc2)sc(C(=O)C2CC2)c1N	-6	-1	i	-3	-0.1	-5	8	1	4	0.0
Cc1ccccc1NC(=O)c1ccccc1N(C)S(=O)(=O)c1ccccc1	-14	4	i	0	-0.4	12	-2	-3	-4	-0.7
CCOC(=O)CC1Sc2ccccc2NC1=S (centres undefined)	-11	1	i	2	0.5	1	4	1	3	-1.0
CCO[C@H]1OC(C(=O)N2CCN(C)CC2)=C[C@@H](C)[C@@H]1CCCO	2	-2	i	3	-0.4	-10	-8	-1	0	-1.9
COc1ccc(OCC(O)COc2ccc(OC)cc2)cc1	-11	-6	i	-7	-1.2	1	-4	-1	-6	-1.5
CN(C(=O)CCN1C(=O)C(C)(C)Nc2ccccc21)c1ccccc1	0	2	i	3	0.0	-10	1	-4	-1	-0.6
CC1(C)Cc2c(sc3nc4n(-c5ccccc5)c(=O)c(CCC(=O)O)nn4c(=O)c23)CO1	-16	1	i	1	-0.2	10	6	-2	2	-1.2
CS(=O)(=O)N(CC(=O)Nc1ccccc1-c1ccccc1)c1ccccc1	-1	2	i	-5	0.3	-5	-4	-1	-7	0.5
COC(=O)c1ccc(C)c(NC(=O)CN(c2ccccc2)S(=O)(=O)N(C)C)c1	1	0	i	-1	-0.3	-3	-2	2	-10	-0.5
O=C(Nc1ccccc1O)N1c2ccccc2Sc2ccccc21	3	-1	i	-12	-0.6	-3	2	1	4	-0.6
CC(=O)N1CCc2cc(S(=O)(=O)CCC(=O)N(C)Cc3ccco3)ccc21	-7	-4	i	1	-0.1	3	2	0	0	-0.2
COc1cccc2cc(C(=O)NNC(=O)c3ccc(Br)cc3)c(=O)oc12	99*	82*	i	7	-0.2	-87	0	-11	110*	44
COc1ccc(OC)c(N=c2oc3c(OC)cccc3cc2C(=O)NCc2ccco2)c1	5	1	i	-6	-1.4	15	-2	-20	-3	-1.1
O=C1CC(=C(c2ccccc2)c2ccccc2)C(=O)N1CCCCN1CCN(c2ccccc2)CC1	13	6	i	0	-0.3	-5	7	26	-1	7.5
Cc1cc(NC(=O)Cn2nc(C)c([N+](=O)[O-])c2C)no1	0	0	i	-4	0.1	-8	-7	2	-3	-0.2
Cc1c(NC(=O)C(C)OC(=O)c2nc(Cl)ccc2Cl)c(=O)n(-c2ccccc2)n1C (centres undefined)	-2	-4	i	0	0.1	-41	-4	1	-3	-1.5
CCOC(=O)c1c(C)[nH]c(C(=O)N2CCN(C(=O)OCC)CC2)c1C	-6	1	i	-1	0.1	6	2	-1	-3	-0.3
CCCN1CCN(CCCNC(=O)Cn2ncc3c4ccccc4n(C)c3c2=O)CC1	-7	0	i	2	-0.4	-4	0	2	7	-4.3
COc1ccc(C2=NS(=O)(=O)N(C)C(C(=O)NCc3ccc4c(c3)OCO4)=C2)cc1OC	-19	-2	i	0	-0.1	4	2	-33	-1	0.7
O=[N+]([O-])c1ccc(Oc2cccc(C(F)(F)F)c2)nc1	-2	-2	i	1	-0.7	17	-1	-7	-1	-1.3
CC(NC(=O)C1CCCO1)c1ccccc1 (centres undefined)	0	2	i	-6	-0.4	6	1	0	-4	-0.5
C#CCOCCOCCOCCNc1nc(N2CCOCC2)nc(N2CCN(C(=O)[C@H](Cc3cc4ccccc4[nH]3)n3cc([C@@H](N)C(C)CC)nn3)CC2)n1 (some centres undefined)	1	4	i	-14	-0.3	-2	5	-2	-1	1.3
Cc1ccn(CCC(=O)N2CCCC(CCC(=O)N3CCN(c4ccccn4)CC3)C2)n1 (centres undefined)	-7	-2	i	7	0.0	6	2	0	-7	-1.1
COc1cccc(C(C(=O)NC2CCCC2)N(C(=O)c2csnn2)C2CC2)c1 (centres undefined)	-2	-2	i	3	-0.4	28	-4	5	-6	-0.9
C=CCn1c(C(CC)CC(C)(C)O)n[nH]c1=S (centres undefined)	-1	-4	i	1	-0.6	-8	1	-3	3	-0.8
Cc1cccc(NC(=S)NC(=O)c2cccs2)n1	1	1	i	1	-0.1	41*	5	6	-2	-0.2
N#Cc1ccc(C(=O)OCC(=O)NC(=O)NCc2ccccc2)cc1	-5	3	i	38	0.2	0	0	13	-3	-0.5
Cc1noc(C)c1NC(=O)N(C)C[C@H]1Oc2ccc(NS(=O)(=O)c3ccccc3)cc2C(=O)N([C@H](C)CO)C[C@@H]1C	-1	-1	i	6	-0.2	3	0	-1	-2	-1.8
CC1(C2CC(=O)c3c(O)ccc(O)c3C2)OCCO1 (centres undefined)	x	3	i	18	0.7	-1	-5	-11	2	3.4
CC(NC(=O)[C@H](C)NC(=O)N1CCn2c1nc1ccccc12)c1ccccc1 (some centres undefined)	-8	0	i	4	0.6	13	3	3	2	-1.3
O=C1CCC/C1=C\Nc1ccc(Cl)c([N+](=O)[O-])c1	7	5	i	-2	0.4	-13	-1	-23	3	-6.4
COC(=O)c1cccc(NC(=S)N2CCN(c3ccccc3F)CC2)c1	-11	-2	i	0	0.2	-117	-9	-3	-2	0.7
Cc1ccccc1/C=N/NC(=O)CSc1nc2ccccc2o1	4	-2	i	0	0.1	20	-4	2	-6	1.7
O=C(COc1ccc(Cl)cc1)N1CCN(C(=O)c2ccccc2F)CC1	-3	0	i	0	0.0	-17	0	-2	0	-1.5
COc1ccc2nc(C)cc(SCC(=O)NNC(=O)COc3ccc(C)cc3)c2c1	3	3	i	2	-0.1	-5	6	-2	1	1.9
S=C(N/N=C/c1ccc2c(c1)OCO2)NC1CC2CCC1C2 (centres undefined)	-13	0	i	2	-0.8	3	2	-2	0	0.2
O=C(Nc1ccc(Cl)c(S(=O)(=O)N2CCOCC2)c1)c1ccncc1	6	-2	i	-5	-0.4	-6	2	6	0	-1.2
COC(=O)C1=C(C)NC(=O)CC1c1ccccc1F (centres undefined)	9	1	i	1	-0.6	19	8	0	4	-0.3
COc1ccc(-c2[nH]ncc2C2N=C(N)Nc3nc4ccccc4n32)cc1 (centres undefined)	-7	-3	i	-1	0.3	-4	-7	0	1	13
CCOc1ccc(N(C)C(=O)CCc2nnc3ccc(N4CCCC4)nn23)cc1	-5	-2	i	3	-1.3	-1	-4	0	4	-1.1
CCOC(=O)c1ccc(NC(=S)N(CCN(C)C)Cc2cccs2)cc1	3	1	i	2	-0.9	-63	-4	-4	7	-2.0
COC(=O)c1cccc(NC2CC(=O)N(c3ccc(OC)c(OC)c3)C2=O)c1 (centres undefined)	0	-9	i	-2	-0.6	13	-5	0	8	-1.3
Nc1ccccc1SC1CC(=O)N(c2ccc3c(c2)OCO3)C1=O (centres undefined)	-3	-1	i	-1	0.2	13	-2	-1	0	0.2

Later entries:
SMILES	Scp1 inh	STEP inh	Rpn11 inh	DNMT1 inh	TbMetRS inhib	MLLE-PAM2 inh	NadD inh	SUMO1 PPI mod	CSN deneddyl inh	LMPTP block
Cc1cc(OC(=O)c2ccc(C(C)(C)C)cc2)c([N+](=O)[O-])c(=O)[nH]1	-11	-3	i	1	-0.3	8	1	3	-3	-2.7
CC(C)(O)C1=NOC(c2ccccc2)C1 (centres undefined)	-2	-13	i	3	-1.7	0	-6	-1	3	-1.3
O=C(CCc1ccccc1)NCc1ccc(F)cc1	-5	-2	i	6	0.3	-3	-3	-7	-3	-2.2
CCCCc1nnc(NC(=O)C(C)Sc2nc(O)c(Cc3ccccc3)c(=O)[nH]2)s1 (centres undefined)	-4	-3	i	1	0.3	10	6	1	4	-0.5
CC(C)NC(=O)N(C)C[C@H]1Oc2ccc(NS(=O)(=O)c3ccccc3)cc2C(=O)N([C@H](C)CO)C[C@@H]1C	-5	-1	i	4	-0.2	3	2	1	-10	-1.9
Cc1ccc(NC(=O)CC2SCCNC2=O)cc1[N+](=O)[O-] (centres undefined)	-13	-3	i	2	-0.3	-13	-8	-19	7	-0.5
CCOc1ccc(C(=O)NCC(=O)OCC(=O)N2C(C)CCCC2C)cc1 (centres undefined)	1	-4	i	1	-1.1	19	-1	-1	0	-1.7
CCCOc1c(Cl)cc(C(=O)NC)cc1OC	5	-1	i	3	-1.1	9	-1	-1	18	-1.3
COc1cc(C(=O)Cc2nc3ccccc3n2C)cc(OC)c1OC	3	1	i	-2	-0.1	9	9	-9	3	-0.7
CCCCNC(=S)N(C)/N=C/c1ccc2c(c1)OCO2	3	-4	i	5	-0.3	-156	-3	0	-2	1.8
